Screening data: PubChem BioAssay, Sanford-Burnham Center for Chemical Genomics
MPTP block = inhibitors of mitochondrial permeability transition pore. inhibition, % at 10 µM. hit rate 1.4% among 360,000. isolated mouse mitochondria, Ca2+ swelling absorbance, 30 min;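 active = inhibition of 50% or more, scaled per plate between neutral and stimulator controls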;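 also: 0% = DMSO wells given calcium and 100% = 1 mM EGTA wells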
APJ agonist = activates the human apelin receptor APJ | P35414 | CHO-K1 APJ PathHunter beta-arrestin, luminescence; 0% DMSO wells, 100% apelin | activation, % at 20 µM | hit rate 0.11% among 330,000 | AID 2520;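 active = activation more than six SD over the plate average, tested at 20 µM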;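 also: 0% = DMSO alone and 100% = apelin-13 at 10 nM; some results filed as inactive read as strong as hits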
Target sequence (P35414 whole entry, looked up): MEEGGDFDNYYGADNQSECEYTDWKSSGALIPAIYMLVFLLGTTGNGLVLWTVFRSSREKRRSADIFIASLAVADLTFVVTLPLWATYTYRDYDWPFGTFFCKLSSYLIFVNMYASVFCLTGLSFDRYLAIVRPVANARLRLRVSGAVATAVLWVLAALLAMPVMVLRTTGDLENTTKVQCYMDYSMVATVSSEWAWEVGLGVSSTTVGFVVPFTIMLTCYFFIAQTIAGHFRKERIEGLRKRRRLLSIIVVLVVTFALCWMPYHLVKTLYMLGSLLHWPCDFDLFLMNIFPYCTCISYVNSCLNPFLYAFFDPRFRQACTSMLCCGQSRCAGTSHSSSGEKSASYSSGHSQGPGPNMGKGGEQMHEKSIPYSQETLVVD
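assay system = CHO-K1 APJ beta-arrestin complementation cell line | input = cell density 1000 per well | dosing = compound 20 µM once, DMSO 1% | timing = compound 90 min 25 °C, reagent 1 h | measured by = luminescence from split beta-galactosidase complementation, Galacton Star/Emerald II substrate | read-out basis = APJ agonist activity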
NR3A LBD binder = modulators (binders) of human NR3A ligand-binding domain. NR3A LBD differential scanning fluorimetry, Tm shift; 0% = protein alone, 100% = glycine-bound protein. Tm shift relative to glycine control, % at 25 µM. hit rate 2.5% among 340,000. AID 1259313;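 active = melting temperature shift of at least 10% of the positive control shift, at one fixed dose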
tim23-1 inh = inhibits growth of tim23-1 mutant yeast. AID 463212. hit rate 1.3% among 330,000. S. cerevisiae tim23-1 growth, BacTiter-Glo luminescence, 24 h. inhibition, % at 20 µM;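 active = growth inhibition of the mutant yeast at or above 50%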;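 also: temperature-sensitive mutant grown at 25 °C; plate controls were DMSO-treated mutant yeast for no effect and medium wells lacking yeast for full effect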
NLRP3 yeast inh = blocks the NALP3 inflammasome reconstituted in yeast; inhibition, % at 10 µM; Yeast reconstituted NLRP3/ASC/caspase-1, beta-gal luminescence, 24 h; hit rate 0.39% among 330,000;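 active = inhibition of 50% or more; inactive = inhibition below 50%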;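 also: plate controls were induced DMSO wells for no effect and uninduced yeast grown without galactose for full effect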
TIM10 inh = growth inhibitors of TIM10 yeast strain | inhibition, % at 10 µM | S. cerevisiae TIM10 strain growth, BacTiter-Glo luminescence, 24 h | hit rate 1.4% among 330,000 | AID 463195;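 active = inhibition of 40% or more at the single tested concentration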;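 also: wild-type TIM10 isogenic control strain grown at permissive 25 °C; 0% = DMSO yeast wells and 100% = minimal medium wells without yeast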
tim10-1 inh = inhibits growth of tim10-1 mutant yeast | S. cerevisiae tim10-1 ts strain growth, BacTiter-Glo, 24 h | hit rate 2.2% among 330,000 | inhibition, % at 20 µM;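 active = inhibition of at least 40%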;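 also: mutant grown at 25 °C; 0% = DMSO wells with yeast and 100% = wells holding no yeast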
MIN6 prolif = inducers of beta-cell replication in MIN6 cells; MIN6 cells proliferation, ATPlite luminescence, 48 h; cells starved in 0.2% serum; 100% = growth in 10% serum; proliferation, % at 10 µM; hit rate 0.29% among 330,000; AID 2380;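 active = compounds whose signal lies at least 3.5 SD above the mean of all wells on their plate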;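 also: 0% = DMSO-treated cells in low-serum medium and 100% = 10% serum control; some compounds called inactive have numbers as strong as hits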
APJ antag = antagonists of human APJ apelin receptor | AID 2521 | CHO-K1 APJ beta-arrestin complementation, luminescence | hit rate 0.32% among 330,000 | P35414 | inhibition, % at 20 µM;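 active = inhibition above about 40% at 20 µM, limit read from the data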;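 also: cells challenged with 10 nM apelin-13 agonist together with compound; plate controls were apelin-13 plus DMSO wells for no effect and DMSO wells lacking apelin-13 for full effect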
* hit, by the source's call; x = not tested or not shown.

SMILES	MPTP block	APJ agonist	NR3A LBD binder	tim23-1 inh	NLRP3 yeast inh	TIM10 inh	tim10-1 inh	MIN6 prolif	APJ antag
CCOC(=O)C1=C(N)OC2=C(C(=O)CC(C)(C)C2)C12C(=O)Nc1ccccc12 (configuration not stated)	-0.3	2	2	9	3	10	12	-2	-9
CC(C)CCNC(=O)c1cc(C(=O)c2cc(F)ccc2O)cn(CCC(C)C)c1=O	53*	1	-5	-11	13	-14	-4	-2	-40
CC(C)Sc1nnc([C@@H](N)Cc2c[nH]c3ccccc23)o1	0.5	-2	1	19	4	7	13	-2	7
O=c1[nH]c(=S)[nH]c(O)c1N=Nc1cc2c(cc1[N+](=O)[O-])OCO2	4.9	-5	8	15	18	16	9	-2	-12
COc1ccc(-n2c(/C=C/c3ccc(O)c(O)c3)nc3ccccc3c2=O)cc1	4.8	-1	7	17	30	20	-1	-6	13
CCOC(=O)Cc1csc(NC(=O)c2c(O)c3ccccc3n(CCC(C)C)c2=O)n1	19	-1	-1	15	7	5	10	-6	-5
O=C(CCCC1=NS(=O)(=O)c2ccccc2N1)N1CCC2(CC1)OCCO2	-0.5	-2	-2	6	13	-1	0	4	-14
Cc1ccc(C(=O)NC(O)C(Cl)(Cl)Cl)cc1 (configuration not stated)	-0.4	-2	0	9	4	-11	12	0	3
OC(CNCCc1c[nH]c2ccccc12)C(F)(F)F (configuration not stated)	0.1	-2	1	10	-2	2	13	1	-10
Cc1nn(C)c(C)c1P(=S)(c1c(C)nn(C)c1C)N(C)C	-0.5	1	0	6	11	10	11	0	-6
O=C(Nc1ccccc1)c1c(O)[nH]c(=O)[nH]c1=O	-1.3	5	1	14	15	0	5	-2	17
O=C1NC(=O)N(CC2CCCO2)C(=O)/C1=C/c1cccs1 (configuration not stated)	2.2	3	2	16	4	6	0	-3	2
CCN(CC(=O)Nc1ccc(C#N)c(Cl)c1)CC(=O)NC(C)(C)C	-0.2	0	-1	8	-12	7	11	1	19
CC(NCC#Cc1ccccc1)C(O)c1ccccc1 (configuration not stated)	4.6	-3	0	9	15	21	12	-5	-4
CCC(=NCCCn1ccnc1)c1c(O)n(-c2ccc(OC)cc2)c(=O)[nH]c1=O	-2.3	-5	2	18	5	6	3	-3	1
CC(=Nc1ccc2c(c1)CCC2)c1c(O)n(C)c(=O)n(C)c1=O	-2.8	-2	0	-7	1	13	11	0	12
Cn1c(O)c(C=NCCc2c[nH]c3ccccc23)c(=O)n(C)c1=O	1.4	-2	-1	10	19	8	10	-2	-2
CCOC(=O)c1ccccc1N	0.4	-4	-2	-10	5	2	-16	0	4
COC(=O)C1=C(c2ccc(Cl)c(C(F)(F)F)c2)C[C@@H]2CC[C@H]1N2C(=O)NCCO	-1.9	-4	-2	12	16	-12	-5	1	6
COC(=O)C1=C(c2ccc3ccccc3c2)C[C@@H]2CC[C@H]1N2C	0.0	-1	-1	6	16	-5	8	0	-3
CCCN1CC(C)C(OC(C)=O)(c2ccccc2)CC1C (configuration not stated)	0.4	-1	1	-70	1	0	-7	-3	14
CCN1C(=O)/C(=C/c2ccc(N(CC)CC)cc2OC)C(=O)NC1=S	66*	-3	14*	48	5	5	34	-5	18
COc1ccccc1-n1c(O)c(C=NC2CC2)c(=O)[nH]c1=O	2.6	-1	1	2	-5	0	0	-2	-1
CCCC(=O)c1c(O)[nH]c(=O)[nH]c1=O	-2.0	-4	0	3	12	16	6	0	-6
C[C@@H]1O[C@@H](O[C@H]2C[C@@H](O)[C@]3(CO)[C@@H]4C(CC[C@]3(O)C2)[C@@]2(O)CC[C@H](C3COC(=O)C3)[C@@]2(C)C[C@H]4O)[C@H](O)[C@H](O)[C@H]1O (some centres not stated)	-0.4	-6	0	9	11	2	-4	6	6

Reformatted: 3 of the compounds above
Values run as follows: MPTP block, APJ agonist, NR3A LBD binder, tim23-1 inh, NLRP3 yeast inh, TIM10 inh, tim10-1 inh, MIN6 prolif, APJ antag
- CCCN1CC(C)C(OC(C)=O)(c2ccccc2)CC1C (configuration not stated)
  0.4, -1, 1, -70, 1, 0, -7, -3, 14
- CC(NCC#Cc1ccccc1)C(O)c1ccccc1 (configuration not stated)
  4.6, -3, 0, 9, 15, 21, 12, -5, -4
- COc1ccccc1-n1c(O)c(C=NC2CC2)c(=O)[nH]c1=O
  2.6, -1, 1, 2, -5, 0, 0, -2, -1

Continuation.
SMILES	MPTP block	APJ agonist	NR3A LBD binder	tim23-1 inh	NLRP3 yeast inh	TIM10 inh	tim10-1 inh	MIN6 prolif	APJ antag
O=C(c1cccc(C(F)(F)F)c1)N1C[C@H]2C[C@@H](C1)c1cccc(=O)n1C2	0.0	-2	0	0	-1	-1	-11	-4	-19
CNC(=O)N(C)c1ccc(C(O)(C(=O)OC)C(F)(F)F)cc1 (configuration not stated)	-0.3	0	2	0	1	4	-2	-1	5
COc1nc2ccccc2nc1N1CCN(C)CC1	-0.6	1	2	15	10	-5	24	1	-6
CC(C)OP(=O)(Oc1ccc(C(O)C(Cl)(Cl)Cl)cc1)OC(C)C (configuration not stated)	23	-3	1	23	41	9	29	-1	-1
O=P(CCl)(Nc1ccccc1)C(Cl)(Cl)Cl (configuration not stated)	1.1	-2	-1	0	-7	-4	16	-2	-28
Cc1cc(/C=C2\C(=O)NC(=O)N(C)C2=O)c(C)n1-c1ccc2c(c1)OCO2	5.2	12	1	-4	3	0	5	0	-2
Oc1ccc2c3c1O[C@H]1c4[nH]c5ccccc5c4C[C@@]4(O)C(C2)N(CC2CC2)CC[C@]314	x	-1	x	-4	22	7	25	-8	-16
Cn1cccc1CNCCc1ccccc1F	-0.5	-3	-3	-2	-4	4	3	-1	-16
Cc1cc(N2CCOCC2)nc2ccc(NC(=O)CCC(=O)N3CCC4(CC3)OCCO4)cc12	2.0	3	-1	3	0	-13	16	-1	-12
O=c1c2ccccc2nc(-c2ccoc2)n1-c1ccccc1Cl	-0.5	-3	-2	25	6	-6	32	-2	29
Cc1cc(-c2ccccc2)cc(C)[n+]1Cc1ccccc1	-1.1	8	-1	9	-2	9	0	-8	10
CC(=NCc1ccc2c(c1)OCO2)c1c(O)n(-c2ccc(C)cc2)c(=O)[nH]c1=O	1.3	-1	0	12	16	15	4	-1	5
COc1ccc(-c2cc(=Nc3cccc(C(=O)O)c3)c3cc(C)ccc3o2)cc1	-0.6	1	-2	-4	33	18	19	-1	17
COC(=O)C1=CO[C@@H](C)[C@@H]2CN(CCc3c[nH]c4ccccc34)CC[C@H]12	-1.0	-4	-3	5	11	4	7	-2	-16
COC(=O)C1=C(c2cccc(C#N)c2)C[C@@H]2CC[C@H]1N2C(=O)NCCOc1ccccc1Cl	-1.2	-4	0	19	12	3	5	6	-2
CCOc1cc2c(cc1OCC)-n1cccc1C(c1cccc(F)c1F)NC2 (configuration not stated)	0.5	-5	10*	20	15	8	23	0	17
CCOC(=O)c1cccc(NC(=O)c2c(O)[nH]c(=O)[nH]c2=O)c1	0.3	-2	-1	7	18	6	-19	-3	14
Cc1sc2ncn(CC(=O)NCCCC(=O)N3CCC4(CC3)OCCO4)c(=O)c2c1C	-2.1	1	-3	17	10	-8	8	-1	10
CN1CC=C(/C=C/c2ccc(-c3ccccc3)cc2)CC1	x	-1	-3	35	19	-1	-33	-5	14
C[C@]12CCC(=O)C[C@@H]1CC[C@@H]1[C@@H]2CC[C@]2(C)[C@@H](O)CC[C@@H]12	2.1	-3	0	31	50*	-12	-46	-1	5
CCc1ccccc1N1C(=O)/C(=C/c2ccc(N3CCN(C)CC3)o2)C(=O)NC1=S	2.3	-2	-2	16	-9	13	10	-1	29
CCC(C(=O)N1CCC2(CC1)OCCO2)n1c2ccccc2c2nc(=O)cc(C)n21 (configuration not stated)	-1.5	-5	0	6	-7	14	11	3	19
CC1CC(OC(=O)c2ccccc2)CC(C)N1C (configuration not stated)	4.2	-4	-1	0	-5	-5	4	0	7
O=c1c2ccccc2nc(-c2cccs2)n1-c1cnccn1	-2.8	-1	1	23	8	9	13	-2	8
CN1OCC2Cn3c(nc4ccccc43)C21 (configuration not stated)	0.1	-1	-1	0	19	-5	-16	-4	6

(continued)
SMILES	MPTP block	APJ agonist	NR3A LBD binder	tim23-1 inh	NLRP3 yeast inh	TIM10 inh	tim10-1 inh	MIN6 prolif	APJ antag
O=C(COc1ccc2ccccc2c1)N1CCN(C2CCN(Cc3ccccc3)CC2)CC1	1.1	-3	-1	7	19	0	9	-2	8
Clc1cnc(Oc2ccc(Oc3ncc(Cl)cc3Cl)cc2)c(Cl)c1	2.3	-8	-1	6	-7	4	-6	-3	28
Cc1[nH]n(-c2ccccc2)c(=O)c1C(c1ccc([N+](=O)[O-])cc1)c1c(C)[nH]n(-c2ccccc2)c1=O	96*	-5	8	45	-3	46*	56*	-3	15
Cc1oc(-c2ccccc2Cl)nc1CN1C(=O)CN=C(c2ccccc2)c2ccccc21	0.6	-5	2	40	12	5	30	-5	8
Cc1ccc(CN2CC3CC(C2)c2cccc(=O)n2C3)cc1 (configuration not stated)	0.1	-3	-18	-3	12	-4	0	-2	-1
CCCCOC(=O)c1ccccc1C(=O)OCCCC	-0.4	-7	3	1	22	-7	-8	2	11
CCCCc1ccc(C(=O)O)nc1	-2.1	-3	-1	13	8	0	5	4	10
Cc1sc2ccccc2c1CC1=NCCN1	1.0	-4	-1	-7	6	5	2	-1	2
CN1C(=O)C(=Cc2cn(CC(=O)N3CCCCC3)c3ccccc23)C(=O)N(C)C1=O	0.8	0	4	6	1	6	-16	0	18
CCCCCCCn1c(=O)c(C(=O)Nc2cnccn2)c(O)c2ccccc21	-6.0	1	2	34	45	8	-25	-4	-14
CCCc1[nH]nc2c1C1(C(=O)N(Cc3ccccc3)c3ccccc31)C(C(=O)OC)=C(N)O2 (configuration not stated)	3.7	-1	-1	15	-3	18	15	-1	14
COc1ccc(OCC(=O)Nc2ccc(Cl)cc2C(=O)c2ccccc2)cc1	1.3	-4	3	-3	14	-28	11	0	-1
CN(C)S(=O)(=O)c1cc(NC(=O)COC(=O)Cc2ccccc2)ccc1Cl	3.3	4	-3	8	10	-11	21	0	-3
C#CC1(OC(=O)c2ccccc2)CC(C)N(C)CC1C (configuration not stated)	0.1	0	-1	-9	7	-2	-13	1	8
CCC(=O)N1CC(=O)Nc2ccc(Br)cc2C1c1ccccc1 (configuration not stated)	0.6	-3	0	12	-1	-4	14	-3	8
O=c1[nH]c(=S)n(Cc2ccc(F)cc2)c(O)c1/C=N/N1CCCCC1	1.1	-2	0	7	24	11	21	0	-5
COc1nc2ccccc2c(=O)n1-c1ccc(Cl)cc1	1.4	-1	2	27	10	20	12	0	6
Cc1ccc(NC(=O)c2cn(CCC#N)nc2-c2ccc3c(c2)OCCO3)c([N+](=O)[O-])c1	0.2	-1	-1	43	6	5	15	0	-26
COc1cc(N)c(Cl)cc1C(=O)NC1CN2CCC1CC2 (configuration not stated)	x	-1	x	-5	23	-4	-5	1	1
O=C1NC(=O)N(CCNc2ncc(C(F)(F)F)cc2Cl)C(=O)C1/C=N/OCc1c(F)cccc1Cl (configuration not stated)	0.9	6	-1	11	9	1	-5	-3	9
CC1(C)CC[C@]2(C)CC[C@]3(C)C4C[C@@H]5OO[C@@]6(O5)C(CCCC6(C)C)[C@]4(C)CC[C@@]3(C)C2C1 (some centres not stated)	2.6	-2	0	16	16	6	21	-6	-24
N=c1c[n+](C2CCCCC2)[n-]o1	-0.5	0	-1	-10	11	-19	-13	-3	-12
C[C@]12C[C@@H](O)[C@H](O)CC1=CCC1C2CC[C@]2(C)C(=O)CCC12 (some centres not stated)	0.1	-1	5	-9	27	-18	-32	-3	4

These rows are one share of the data, so the mix of outcomes need not match the whole.
